Alkaline phosphatase: human TNAP enzyme inhibitors, biochemical, luminescent (AID 518); Alkaline phosphatase, tissue-nonspecific isozyme (Homo sapiens); purified TNAP enzyme, luminescent substrate readout; higher % means a stronger effect; inhibition, % at 20 µM, or IC50 in µM where a hit was titrated; 64,000 compounds, 0.09% hits; in the data active means a potency from the dose series; inactive means the rest, 99 in 100 with inhibition below about 22%;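 further: plate controls were vehicle for no effect and reference inhibitor for full effect; many of its hits are not listed in these tables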
HT1080 cytotoxicity: cytotoxicity in HT1080 fibrosarcoma cells, cell-based, fluorescence readout (AID 620). HT1080 viability, fluorescence; higher % means a stronger effect. one-dose cytotoxicity, % at 10 µM; EC50 in µM for titrated hits. 87,000 compounds, 0.42% hits;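 further: cells exposed to compound overnight then 4 h with Alamar Blue; 0% = vehicle DMSO and 100% = killing control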
PMK inhibit: S. pneumoniae PMK inhibitors, primary screen, biochemical, mevalonate pathway, pilot trial included; AID 539, 2006; phosphomevalonate kinase (Streptococcus pneumoniae D39); 65,000 compounds, 0.49% hits; inhibition, % at 10 µM; purified PMK, PK/LDH-coupled NADH absorbance 340 nm;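 active means top-ranked compounds by inhibition in the single 10 µM screen, taking a fixed number of the strongest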;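 further: 0% = full reaction with DMSO carrier and 100% = background rate without enzyme reaction; no value below 0 was filed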
Bfl-1 inhibitors: Bfl-1 inhibitors, primary screen, biochemical, fluorescence polarization, FITC-Bid, mouse (AID 432); Bcl-2-related protein A1 (Mus musculus); FITC-Bid BH3 peptide fluorescence polarization displacement; higher % means a stronger effect; one-dose displacement, % at 20 µM; IC50 in µM for titrated hits; 64,000 compounds, 0.02% hits; in the data active means a potency from the dose series; inactive means the rest, 99 in 100 with displacement below about 15%; further: strong numbers were not always called active
MK inhibit: S. pneumoniae MK inhibitors, primary screen, biochemical, PK/LDH-coupled NADH absorbance | mevalonate kinase [Streptococcus pneumoniae D39] | purified MK, PK/LDH-coupled NADH absorbance 340 nm | inhibition, % at 10 µM | 65,000 compounds, 0.48% hits;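 active means ranked among the strongest by inhibition in the single 10 µM screen, a fixed top-ranked set picked for dose follow-up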; further: no value below 0 was filed
DPM-DC inhibit: S. pneumoniae DPM-DC inhibitors, primary screen, biochemical, PK/LDH-coupled NADH fluorescence; purified DPM-DC; calls only at 10 µM; 65,000 compounds, 0.49% hits; AID 556, 2006;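 active means the 320 compounds with the highest percent inhibition in the single-dose primary screen, excluding strongly autofluorescent ones, cut at about 32% in these data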;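 further: kinetic rate of NADH fluorescence loss reporting ADP formed by the decarboxylase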
HPDE-C7 cytotoxicity: cytotoxicity in HPDE-C7 cells, cell-based, fluorescence, HTS (AID 430); HPDE-C7 pancreatic duct cells viability, fluorescence; higher % means a stronger effect; one-dose cytotoxicity, % at 10 µM; EC50 in µM for titrated hits; 63,000 compounds, 1.8% hits;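 further: cells exposed to compound for 48 hours before viability readout; 0% = vehicle and 100% = reference cytotoxic drug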
KRASV12 cytotoxicity: cytotoxicity in KRAS-transformed pancreatic duct cells, primary screen, cell-based, fluorescence, HTS (AID 431). HPDE-C7K KRASV12 cells, Alamar Blue viability, 48 h; higher % means a stronger effect. cytotoxicity, % at 10 µM, or EC50 in µM where a hit was titrated. 63,000 compounds, 1.7% hits;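 active means compounds whose percent cytotoxicity in the single-dose primary screen, scaled between solvent and toxic-drug controls, exceeds 50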;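 further: 0% = DMSO solvent wells and 100% = doxorubicin-treated wells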
LYP inhibition: LYP phosphatase inhibitors, primary screen, biochemical, DiFMUP fluorescence, recombinant catalytic domain, 10 µM (AID 606) | 52,000 tested, under 10 active | Tyrosine-protein phosphatase non-receptor type 22 (Homo sapiens) | recombinant LYP catalytic domain, DiFMUP fluorescence; higher % means a stronger effect | one-dose inhibition, % at 10 µM; IC50 in µM for titrated hits;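 active means IC50 under 40 µM in the dose-response test; inactive means IC50 of 40 µM or more, or never dose-tested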
PMK inhibit pilot replicates: further read-out of PMK inhibit, marked with its call; inhibition, %; measured here: pilot screen replicates
MK inhibit pilot replicates: second read-out of MK inhibit, no call of its own (marks repeat the call); inhibition, %; measured here: pilot screen replicates
DPM-DC inhibit pilot screen %: also measured in DPM-DC inhibit; calls as there; inhibition, %; measured here: pilot screen trials
* marks the source's active call; other numbers are inactive results; i = inactive; . = no result given; & = joins results of further samples. Unless noted, no stated cut-off is given here; in the data, active means cytotoxicity above about 50%; inactive means the rest.

SMILES	Alkaline phosphatase	HT1080 cytotoxicity	PMK inhibit	Bfl-1 inhibitors	MK inhibit	DPM-DC inhibit	HPDE-C7 cytotoxicity	KRASV12 cytotoxicity	LYP inhibition	others
CC(=O)Nc1nonc1-n1nnc(C(=O)NCc2ccccc2)c1C	-1%	4%	12	-3%	1	i	.	.	.
CN(C)CCCNCCCNC(=O)c1ccncc1	6%	.	0	-3%	3	i	-15%	-15%	.
CCC(C)c1cc(S(=O)(=O)N2CCOCC2)ccc1OC (configuration not stated)	6%	7%	5	4%	6	i	7%	-11%	13%
Fc1ccc(CSc2nnc(-c3cccnc3)n2Cc2ccco2)cc1	6%	4%	0	6%	6	i	.	.	-4%
COc1cc(NC(=O)NC(C)(C(F)(F)F)C(F)(F)F)cc(OC)c1OC	16%	-5%	7	-6%	6	i	-5%	4%	14%	PMK inhibit pilot replicates=2.5;MK inhibit pilot replicates=0.0;DPM-DC inhibit pilot screen %=0.5
CCOC(=O)Cn1c(=O)oc2cc(S(=O)(=O)Nc3cccc(C)c3)ccc21	-6%	-4%	10	6%	10	i	-14%	-11%	.
CS(=O)(=O)N(CC(=O)N1CCCC1)c1ccc(Cl)c(Cl)c1	7%	.	3	3%	10	i	2%	10%	16%
O=C(c1cc2ccccc2oc1=O)N(Cc1ccco1)Cc1cccs1	4%	6%	14	-1%	0	i	4%	11%	18%
COc1ccccc1NC(=O)N1CCCC1C(=O)Nc1ccc2c(c1)OCO2 (configuration not stated)	8%	4%	4	-10%	13	i	-2%	0%	10%
C/C(NCc1cccnc1)=C(\C#N)C(=O)NCc1ccccc1	3%	15%	11	2%	10	i	0%	6%	1%
CCCC1(C(=O)OC)NC(c2cc(OC)c(OC)c(OC)c2)C2C(=O)N(CC)C(=O)C21 (configuration not stated)	10%	0%	2	3%	6	i	0%	-3%	-4%	PMK inhibit pilot replicates=0.0;MK inhibit pilot replicates=0.0;DPM-DC inhibit pilot screen %=1.0
COc1ccc(-c2cc(C(=O)OCC(=O)N3CCCC3)c3ccccc3n2)cc1	11%	-2%	19	3%	0	i	5%	3%	.
CC1=CC=CN2CC(O)CN=C12 (configuration not stated)	18%	1%	10	-4%	2	i	0%	6%	-1%
O=C1C2C3C=CC(C3)C2C(=O)N1CN(Cc1ccccc1)CN1C(=O)C2C3C=CC(C3)C2C1=O (configuration not stated)	0%	0%	16	2%	1	i	-22%	-16%	.
CCC1Oc2ccc(C)cc2N(CC(=O)NCCN2CCCCCC2)C1=O (configuration not stated)	-4%	.	25*	3%	0	i	5%	1%	5%
COC(=O)/C=c1/s/c(=C(/C#N)C(=O)N2CCCCC2)n(-c2ccccc2)c1=O	-3%	2%	13	0%	0	i	4%	5%	11%
O=C(CCN1C(=O)C2C3C=CC(C3)C2C1=O)Nc1nccs1 (configuration not stated)	5%	5%	0	-1%	0	i	-24%	-19%	-7%
Cc1ccc2cc(CNC(C)(C)C)c(=O)[nH]c2c1	13%	-11%	4	-9%	3	i	8%	-8%	.
Cc1cc(C)cc(OC(=O)N2CCOCC2)c1	14%	4%	2	-14%	12	i	-2%	6%	9%
CCC(=O)c1ccccc1OCCSc1nc(C)cc(=O)[nH]1	12%	-4%	7	-2%	7	i	-7%	1%	14%
Cn1c(=O)n(C)c2cc(NC(=O)c3cc4ccccc4o3)ccc21	1%	7%	5	-2%	8	i	6%	-6%	6%
COc1cccc(Nc2ncnc3c2cnn3-c2cccc(C)c2)c1	13%	-5%	8	6%	0	i	-21%	-14%	4%
CCCN(CCC)S(=O)(=O)c1ccc(C(=O)Nc2nnc(CSC)o2)cc1	4%	1%	8	-4%	3	i	13%	3%	8%
CCCCOc1ccc(C(=O)Nc2cccc(C)n2)cc1	7%	-8%	24	-2%	3	i	-1%	-8%	11%
Cc1ccc(NC(=O)c2ccc(S(=O)(=O)N3CCCC3)cc2)cc1	.	1%	5	.	0	i	.	.	7%
Other compounds
SMILES	Alkaline phosphatase	HT1080 cytotoxicity	PMK inhibit	Bfl-1 inhibitors	MK inhibit	DPM-DC inhibit	HPDE-C7 cytotoxicity	KRASV12 cytotoxicity	LYP inhibition	others
O=C(NCCc1ccccc1F)[C@@H]1CSC2c3ccccc3C(=O)N21 (some centres not stated)	11%	12%	9	2%	5	i	2%	0%	.
O=C(NCc1ccco1)C1CN(S(=O)(=O)c2ccccc2)CCN1S(=O)(=O)c1ccccc1 (configuration not stated)	8%	32%	10	-2%	10	i	-23%	-20%	14%
Cc1nc2ccccc2c(=O)n1/N=C/c1cn(-c2ccccc2)nc1-c1cccs1	9%	-5%	11	-3%	8	i	37%	33%	9%
COc1ccc(CCN2CC(C#N)=C3c4cc(OC)c(OC)cc4CCN3C2)cc1OC	4%	-5%	11	-2%	6	i	-2%	8%	-1%
CCCOC(=O)C1[C@H]2C(=O)N(CCCOC)C[C@]23C=C[C@H]1O3 (some centres not stated)	3%	-5%	0	1%	2	i	-2%	-6%	.	PMK inhibit pilot replicates=0.0;MK inhibit pilot replicates=0.0;DPM-DC inhibit pilot screen %=0.0
CCCCCCNC(=O)c1c(O)c2cccc3c2n(c1=O)CCC3	8%	-2%	8	-1%	0	i	-30%	-31%	.
CCN(CC)C(=O)CCC(=O)Nc1ccc(C(=O)OC)cc1	3%	-5%	7	0%	2	i	-7%	9%	-3%
CCOC(=O)C1CCCN(Cc2nc(N)nc(Nc3ccc(Cl)cc3)n2)C1 (configuration not stated)	7%	4%	4	-5%	7	i	8%	17%	6%
CCN1C(=O)CC(C(=O)Nc2ccc(F)cc2)SC1=Nc1cccc(OC)c1 (configuration not stated)	13%	32%	7	3%	6	i	-13%	-9%	13%
CC(=O)c1cccc(NC(=O)Nc2ccc3c(c2)N(C)C(=O)CS3)c1	13%	.	0	-2%	4	i	-10%	0%	0%
Cc1ccc(SCc2cc(=O)n3[nH]cnc3n2)cc1	.	-22%	2	.	0	i	.	.	.
CN1CCN(c2cc(=O)n(C3CCCCC3)c(=O)[nH]2)CC1	8%	0%	4	-8%	2	i	-4%	-3%	-7%
O=C(CNC(=O)c1ccco1)NCC(=O)OCc1ccccc1Br	11%	0%	10	0%	7	i	10%	7%	-3%
CCOc1cc2c(cc1OCC)C(c1ccc(O)c(OC)c1)NCC2 (configuration not stated)	6%	-8%	6	8%	5	i	-18%	-11%	3%
CCn1nc(NC(=O)c2ccccn2)c2cc3cccc(C)c3nc21	10%	7%	9	5%	8	.	-8%	-17%	1%
CCOc1ccccc1NC(=O)N1CCCC1C(=O)Nc1nnc(CC)s1 (configuration not stated)	16%	-1%	0	-2%	6	i	13%	3%	8%	PMK inhibit pilot replicates=3.0;MK inhibit pilot replicates=0.0;DPM-DC inhibit pilot screen %=0.0
CCn1c(SCc2cccc(C(=O)O)c2)nnc1-c1ccccc1	5%	12%	9	-5%	1	i	-4%	-7%	.
COCC(C)NC(=O)c1ccccc1OC(C)=O (configuration not stated)	7%	-1%	4	2%	10	i	1%	-8%	4%
COc1cc(C)c(C(C)C)cc1S(=O)(=O)NCCCn1ccnc1	3%	0%	12	-2%	0	i	-5%	-13%	.
N#Cc1c(SCC(=O)N2CCCCC2)nsc1SCC(=O)N1CCCCC1	10%	2%	0	-5%	6	i	2%	-2%	6%
N#CCCn1c2ccccc2c2nc3ccccc3nc21	10%	13%	11	0%	9	i	-24%	-23%	-10%
COc1ccccc1OCC(=O)Nc1ccc(S(=O)(=O)Nc2cc(C)nc(C)n2)cc1	13%	13%	8	-1%	10	i	7%	19%	9%
Cc1ccc(-c2nnc3ccc(SCC(=O)Nc4cc(C)on4)nn23)cc1	3%	0%	10	-5%	3	i	-8%	6%	15%
O=c1[nH]ncc2c3ccccc3n(Cc3ccc(F)cc3)c12	13%	6%	12	4%	10	i	6%	-2%	5%
CCOc1ccc(-c2cn(S(=O)(=O)c3cccc4nsnc34)nc2N)cc1	15%	7%	8	0%	7	i	1%	18%	-7%	PMK inhibit pilot replicates=8.0;MK inhibit pilot replicates=4.0;DPM-DC inhibit pilot screen %=2.0

Reprinted at random: 4 compounds from above.
SMILES	Alkaline phosphatase	HT1080 cytotoxicity	PMK inhibit	Bfl-1 inhibitors	MK inhibit	DPM-DC inhibit	HPDE-C7 cytotoxicity	KRASV12 cytotoxicity	LYP inhibition	others
Cc1nc2ccccc2c(=O)n1/N=C/c1cn(-c2ccccc2)nc1-c1cccs1	9%	-5%	11	-3%	8	i	37%	33%	9%
Cc1ccc(SCc2cc(=O)n3[nH]cnc3n2)cc1	.	-22%	2	.	0	i	.	.	.
CCN(CC)C(=O)CCC(=O)Nc1ccc(C(=O)OC)cc1	3%	-5%	7	0%	2	i	-7%	9%	-3%
CCCCCCNC(=O)c1c(O)c2cccc3c2n(c1=O)CCC3	8%	-2%	8	-1%	0	i	-30%	-31%	.

(listing goes on)
SMILES	Alkaline phosphatase	HT1080 cytotoxicity	PMK inhibit	Bfl-1 inhibitors	MK inhibit	DPM-DC inhibit	HPDE-C7 cytotoxicity	KRASV12 cytotoxicity	LYP inhibition	others
c1ccc(-n2ncc3c(N4CCN(c5ccccn5)CC4)nc(N4CCCCCC4)nc32)cc1	8%	-22%	9	-2%	6	i	-5%	4%	13%
Cc1occc1-c1nnc(SCC(=O)NCc2cccs2)n1-c1ccc(F)cc1	-3%	5%	9	0%	5	i	-2%	-5%	-10%
CC(C)C(=O)Nc1nnc(-c2ccccc2)o1	9%	-2%	13	4%	17	i	-8%	2%	-4%
CCOC(=O)c1sc(NCc2ccco2)c(-c2nc3ccccc3s2)c1N	-1%	-9%	8	2%	0	i	-12%	-27%	9%
COC(=O)c1ccccc1NC(=O)Nc1ccc(C(=O)N2CCCC2)cc1	6%	-1%	5	-3%	7	i	-17%	-1%	1%
CCCCOc1cc(C(=O)NCCN(CC)CC)c2ccccc2n1	5%&13%	-8%&-11%	5&2	-2%&-6%	7&4	i	-3%&-3%	19%&4%	28%&23%	PMK inhibit pilot replicates=1.5&4.0;MK inhibit pilot replicates=0.0&0.0;DPM-DC inhibit pilot screen %=9.5&18
COCC(C)n1c(C)cc(C(=O)CN2C(=O)NC3(CCCCC3C)C2=O)c1C (configuration not stated)	4%	11%	14	3%	1	i	-21%	-6%	.
CCCCOC(=O)c1ccc(NC(=O)CSc2nncn2C)cc1	7%	61%*	3	-5%	2	i	36%	38%	9%
CC1=C(C#N)C(c2ccoc2)C(C(=O)OCc2ccccc2)=C(N)S1 (configuration not stated)	14%	-2%	6	-3%	6	i	-4%	9%	.	PMK inhibit pilot replicates=1.0;MK inhibit pilot replicates=0.0;DPM-DC inhibit pilot screen %=2.0
CCOC(=O)CNC(=O)Cn1cnc2c(nnn2-c2ccc(F)cc2)c1=O	10%	4%	10	-3%	5	i	-5%	4%	.
